Compound activity from PubChem.
Insulin prom inh – TRM-6 insulin promoter activity inhibition; TRM-6 cells (human fetal islet line), insulin promoter-eGFP reporter, imaging; reporter expression induced with tamoxifen; inhibition, % at 2 µM; 130,000 compounds, 0.9% hits; AID 1273;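 active = inhibition above the mean plus 3 SD, with well images judged a real hit on visual review, cut at about 60% in these data, passing the limit was not always enough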
sdo1 growth – compounds rescuing growth of sdo1-depleted yeast, bone marrow failure model; S. cerevisiae sdo1-depleted JHY4D growth rescue, OD600 30 h; stronger effect = higher value; pdr5 snq2 efflux-pump mutant strain; z-score at 10 µM; 140,000 compounds, 0.21% hits;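 active = z-score above 3 at both the 24 hr and the 30 hr optical density reads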;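 also: z-score against mean and SD of all compound wells on the same plate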
sdo1 growth Rescue 24 h – also measured in sdo1 growth; calls as there; z-score; S. cerevisiae sdo1-depleted JHY4D growth rescue, OD600; measured here: growth rescue at 24 h;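 0 is the plate mean of compound wells and units are plate SD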
Active calls of the source: *.

The first 7 compounds, ahead of the listing:
Results for O=C(c1ccc(N2CCCC2=O)cc1)N1CCCCCC1 ?
sdo1 growth: 1.13; sdo1 growth Rescue 24 h: 1.15

Results for COc1ccc2c(=O)cc(C(=O)O)oc2c1 ?
Insulin prom inh: -27.8

What do the screens show for `OCC(CO)(CO)N=Cc1c(O)ccc2ccccc12`?
Insulin prom inh: 28.6; sdo1 growth: -0.24; sdo1 growth Rescue 24 h: -0.55

How did COc1ccc(CCNc2nc(-c3ccco3)cc(C(F)(F)F)n2)cc1OC do in these assays?
sdo1 growth: -0.27; sdo1 growth Rescue 24 h: -0.25

How did Cc1ccc(NNC(=S)Nc2ccc(C(C)C)cc2)c(C)c1 do in these assays?
Insulin prom inh: -10.0; sdo1 growth: -0.95; sdo1 growth Rescue 24 h: -0.25

What do the screens show for `C=CCNC(=O)CCCOc1cc(C)ccc1C`?
Insulin prom inh: -122.7; sdo1 growth: 1.15; sdo1 growth Rescue 24 h: 0.6

How did Cc1ccc(C)c(Cn2c(=O)n(-c3ccc(CC(=O)NCc4ccco4)cc3)c(=O)c3sccc32)c1 do in these assays?
sdo1 growth: -1.68; sdo1 growth Rescue 24 h: -0.47

The list itself, previewed entries included:
Results for O=C(c1ccc(N2CCCC2=O)cc1)N1CCCCCC1 ?
sdo1 growth: 1.13; sdo1 growth Rescue 24 h: 1.15

Results for COc1ccc2c(=O)cc(C(=O)O)oc2c1 ?
Insulin prom inh: -27.8

What do the screens show for `OCC(CO)(CO)N=Cc1c(O)ccc2ccccc12`?
Insulin prom inh: 28.6; sdo1 growth: -0.24; sdo1 growth Rescue 24 h: -0.55

How did COc1ccc(CCNc2nc(-c3ccco3)cc(C(F)(F)F)n2)cc1OC do in these assays?
sdo1 growth: -0.27; sdo1 growth Rescue 24 h: -0.25

How did Cc1ccc(NNC(=S)Nc2ccc(C(C)C)cc2)c(C)c1 do in these assays?
Insulin prom inh: -10.0; sdo1 growth: -0.95; sdo1 growth Rescue 24 h: -0.25

What do the screens show for `C=CCNC(=O)CCCOc1cc(C)ccc1C`?
Insulin prom inh: -122.7; sdo1 growth: 1.15; sdo1 growth Rescue 24 h: 0.6

How did Cc1ccc(C)c(Cn2c(=O)n(-c3ccc(CC(=O)NCc4ccco4)cc3)c(=O)c3sccc32)c1 do in these assays?
sdo1 growth: -1.68; sdo1 growth Rescue 24 h: -0.47

Results for Cc1ccc2nc(SCc3nnc(-c4ccccc4Br)o3)[nH]c2c1 ?
Insulin prom inh: -47.1; sdo1 growth: -1.42; sdo1 growth Rescue 24 h: -0.63

How did COCCN(C(=O)c1csnn1)C(C(=O)NC1CCCCC1)c1cccs1 (stereo not given) do in these assays?
Insulin prom inh: -1.3; sdo1 growth: -0.22; sdo1 growth Rescue 24 h: -0.28

Results for COc1ccc(C2CC(=O)c3c(C)nc(N4CCN(c5ccccc5)CC4)nc3C2)cc1 (stereo not given) ?
sdo1 growth: -1.12; sdo1 growth Rescue 24 h: -0.01

How did N#C/C(=C(/O)CSc1nnc(Cc2cccs2)n1C1CCCCC1)c1nc2ccccc2[nH]1 do in these assays?
Insulin prom inh: -7.7; sdo1 growth: -0.25; sdo1 growth Rescue 24 h: -0.07

How did COc1ccc(/C=N/NC(=O)c2sccc2OCc2ccc(F)cc2)cc1OC do in these assays?
sdo1 growth: -1.08; sdo1 growth Rescue 24 h: -0.72

What do the screens show for `Cc1ccc(N2C(=O)c3ccc(C(=O)NCCN4CCOCC4)cc3C2=O)cc1`?
Insulin prom inh: 5.6; sdo1 growth: 0.6; sdo1 growth Rescue 24 h: 0.12

How did Cc1ccc(C(=O)Nc2nc3ccccc3s2)s1 do in these assays?
sdo1 growth: -0.51; sdo1 growth Rescue 24 h: -0.45

What do the screens show for `COc1cccc(OC)c1C(=O)Nc1ccc(Cc2ccncc2)cc1`?
Insulin prom inh: -6.7; sdo1 growth: 1.04; sdo1 growth Rescue 24 h: 1.59

How did CC(C)NC(=O)c1cccc(Br)c1 do in these assays?
Insulin prom inh: 50.0; sdo1 growth: 0.18; sdo1 growth Rescue 24 h: -0.51

How did Cc1cc(C)nc(NS(=O)(=O)c2ccc(NC(=O)CN3C(=O)S/C(=C\c4ccccc4)C3=O)cc2)n1 do in these assays?
Insulin prom inh: 3.3; sdo1 growth: 0.03; sdo1 growth Rescue 24 h: -0.67

How did CCOc1ccccc1N(C)C(=O)C1CCN(S(=O)(=O)c2cccc3nonc23)CC1 do in these assays?
Insulin prom inh: 30.4; sdo1 growth: -0.87; sdo1 growth Rescue 24 h: -0.72

Results for CC(C)c1ccc(N2C(=O)CC(Sc3ncn[nH]3)C2=O)cc1 (stereo not given) ?
Insulin prom inh: 57.1; sdo1 growth: -1.37; sdo1 growth Rescue 24 h: -2.26

Results for Cn1c(-c2ccc3c(c2)OCO3)cnc1NCc1cccc(Cl)c1 ?
sdo1 growth: -0.62; sdo1 growth Rescue 24 h: 0.97

Results for Cc1cc(C=C2C(=O)c3ccccc3C2=O)c(C)n1-c1ccc(Cl)cc1 ?
sdo1 growth: 0.64; sdo1 growth Rescue 24 h: 2.94

How did CN1CCN(NC(=O)c2cc(-c3cccc(Cl)c3)nc3ccccc23)CC1 do in these assays?
Insulin prom inh: 35.7

Results for Nc1n[nH]c2ccccc12 ?
Insulin prom inh: 56.2

What do the screens show for `CC1=C(c2ccc(C)cc2)S(=O)(=O)N(CC(=O)O)C1=O`?
sdo1 growth: 0.09; sdo1 growth Rescue 24 h: -0.04

What do the screens show for `O=C(Cn1c(=O)oc2cc(S(=O)(=O)N3CCCC3)ccc21)N1CCN(C2CCCCC2)CC1`?
sdo1 growth: 1.38; sdo1 growth Rescue 24 h: 1.57

How did CSCCC(NC(=O)c1ccc(Cl)cc1)C(=O)OCC(=O)Nc1cc(Cl)ccc1C (stereo not given) do in these assays?
Insulin prom inh: 3.3; sdo1 growth: -0.6; sdo1 growth Rescue 24 h: -1.49

How did CC(=O)Nc1ccc(S(=O)(=O)NCC(=O)NCCc2ccc(S(N)(=O)=O)cc2)cc1 do in these assays?
Insulin prom inh: 0.0

What do the screens show for `COC(=O)c1ccc(OC(=O)CCN2c3ccccc3Sc3ccccc32)cc1`?
sdo1 growth: 0.52; sdo1 growth Rescue 24 h: 0.42

How did FC(F)(F)c1cccc(N2CCN(CC3CC=CCC3)CC2)c1 (stereo not given) do in these assays?
Insulin prom inh: 25.0; sdo1 growth: 0.26; sdo1 growth Rescue 24 h: 0.76

How did COc1ccc(OCC(=O)Nc2ncc3c(n2)CC(C)(C)CC3=O)cc1 do in these assays?
Insulin prom inh: 35.7; sdo1 growth: -0.16; sdo1 growth Rescue 24 h: -0.99

What do the screens show for `Cc1ccc2nc(SCC(=O)N3CCN(C(=O)c4ccco4)CC3)[nH]c2c1`?
Insulin prom inh: 28.6; sdo1 growth: 1.02; sdo1 growth Rescue 24 h: 0.53

What do the screens show for `CCCc1cc(=O)[nH]c(SCc2cc(=O)oc3c(C)c(C)ccc23)n1`?
Insulin prom inh: -10.7; sdo1 growth: 0.53; sdo1 growth Rescue 24 h: -0.12

What do the screens show for `c1cn2c(NC3CCCC3)c(-c3ccc(N4CCOCC4)cc3)nc2cn1`?
sdo1 growth: -0.92; sdo1 growth Rescue 24 h: -0.82

How did O=C(CCSc1ccccc1)NC(=O)COC(=O)c1ccc(OC(F)F)cc1 do in these assays?
sdo1 growth: 0.25; sdo1 growth Rescue 24 h: 0.39

Results for O=C(COC(=O)c1ccc2c(c1)OCO2)NC1CCS(=O)(=O)C1 (stereo not given) ?
Insulin prom inh: 30.4; sdo1 growth: 0.95; sdo1 growth Rescue 24 h: 0.21

Results for Cc1cccc(NC(=S)NCCC(c2ccccc2)c2ccccc2)c1 ?
Insulin prom inh: -48.6; sdo1 growth: 0.33; sdo1 growth Rescue 24 h: 0.74

What do the screens show for `O=S(=O)(NCc1ccc2c(c1)OCO2)c1cccc2cccnc12`?
Insulin prom inh: 0.0; sdo1 growth: 0.24; sdo1 growth Rescue 24 h: -0.6

What do the screens show for `Cc1ccc(NC(=O)CCn2c(=O)oc3ccccc32)cc1`?
sdo1 growth: -0.6; sdo1 growth Rescue 24 h: -0.45

What do the screens show for `O=C(c1ccco1)N1CCN(C(=O)c2cnn3cccnc23)CC1`?
Insulin prom inh: 64.7; sdo1 growth: 0.36; sdo1 growth Rescue 24 h: 0.35

How did O=C(Nc1ccc(Cl)cc1)N1CCCN(Cc2ccc(F)cc2)C1 do in these assays?
Insulin prom inh: -58.1; sdo1 growth: 0.49; sdo1 growth Rescue 24 h: -1.03

How did CS(=O)(=O)N(CC(=O)NC1CCCCC1)c1cccc(Cl)c1 do in these assays?
Insulin prom inh: -5.6; sdo1 growth: -1.52; sdo1 growth Rescue 24 h: -0.7

Results for CC(NCCC(c1ccccc1)c1ccccc1)c1ccccc1 (stereo not given) ?
Insulin prom inh: -13.0; sdo1 growth: -1.68; sdo1 growth Rescue 24 h: -1.17

Results for O=C(O)c1cc(-c2ccco2)nc2ccccc12 ?
Insulin prom inh: -12.3; sdo1 growth: -0.27; sdo1 growth Rescue 24 h: -0.68

Results for CN(C)C(C)(C)C#CCC(c1ccccc1)c1ccccc1 ?
sdo1 growth: -0.08; sdo1 growth Rescue 24 h: -0.32

Results for COc1nc2ccccc2c(=O)n1OCC(C)C ?
sdo1 growth: -0.21; sdo1 growth Rescue 24 h: -0.66

Results for Cc1ccc(NC(=O)CC2C(=O)OCC3CCCCN32)cc1Cl (stereo not given) ?
Insulin prom inh: 16.7; sdo1 growth: 0.63; sdo1 growth Rescue 24 h: 0.27

Results for O=C(COc1cccc2c1CCN(Cc1ccccc1)C2=O)NCc1ccco1 ?
Insulin prom inh: 5.9; sdo1 growth: -0.74; sdo1 growth Rescue 24 h: -0.43

Results for CC(=O)Cc1nsc(NC(=O)c2ccco2)n1 ?
Insulin prom inh: -16.2; sdo1 growth: 0.63; sdo1 growth Rescue 24 h: 0.35

Results for C=CCSC1=N/C(=C\c2cc(OCC)c(OC(C)=O)c([N+](=O)[O-])c2)C(=O)S1 ?
Insulin prom inh: 48.1; sdo1 growth: -0.18; sdo1 growth Rescue 24 h: -0.4

What do the screens show for `Cc1cc(C(=O)NC(C)C2CCCO2)cs1` (stereo not given)?
Insulin prom inh: 37.9; sdo1 growth: 0.17; sdo1 growth Rescue 24 h: -0.33

What do the screens show for `O=C(NCCc1ccccc1)c1c(F)c(F)c(F)c(F)c1F`?
Insulin prom inh: -29.2; sdo1 growth: 0.04; sdo1 growth Rescue 24 h: -0.44

Results for COc1ccc(Cl)cc1NC(=O)N(C)Cc1c(C)nn(C)c1C ?
Insulin prom inh: -31.5; sdo1 growth: -0.29; sdo1 growth Rescue 24 h: -0.37

How did COc1ccccc1CN1CC(C(=O)NC2CCCCC2)CC1=O (stereo not given) do in these assays?
Insulin prom inh: -34.4; sdo1 growth: 1.09; sdo1 growth Rescue 24 h: 1.15

How did CN(C)C(=O)c1ccc(-n2nc(C(F)(F)F)c3c2CCCC3)cc1 do in these assays?
Insulin prom inh: 3.2; sdo1 growth: 0.03; sdo1 growth Rescue 24 h: -0.35

Results for Cc1sc2nc3c(C(=O)N4CCN(c5ccccn5)CC4)cccn3c(=O)c2c1C ?
sdo1 growth: -0.03; sdo1 growth Rescue 24 h: -0.32

What do the screens show for `Cc1ccc(S(=O)(=O)N2CCCC(C(=O)NCc3cccnc3)C2)cc1Cl` (stereo not given)?
sdo1 growth: 0.23; sdo1 growth Rescue 24 h: 0.69

How did O=c1cc(CO)oc(C(Nc2ccccn2)c2ccsc2)c1O (stereo not given) do in these assays?
Insulin prom inh: -5.0; sdo1 growth: 1.79; sdo1 growth Rescue 24 h: 2.44

Results for O=C(O)c1cccc(S(=O)(=O)Nc2ccc3c(c2)OCO3)c1 ?
Insulin prom inh: 39.1; sdo1 growth: 0.87; sdo1 growth Rescue 24 h: 0.21

How did Cc1ccc(C)c(NC(=O)c2cc3c([nH]c4ccccc43)c(C)n2)c1 do in these assays?
sdo1 growth: -0.43; sdo1 growth Rescue 24 h: 0.69

Results for Cc1[nH]c(=O)[nH]c(=O)c1S(=O)(=O)N1c2ccc(F)cc2CCC1C (stereo not given) ?
Insulin prom inh: 42.9; sdo1 growth: -0.03; sdo1 growth Rescue 24 h: -0.5

How did COc1ccc(N(C)C(=O)Cc2c(C(=O)O)[nH]c3ccccc23)c(OC)c1 do in these assays?
Insulin prom inh: -18.2

Results for CC(C)=CCC/C(C)=C/CC/C(C)=N/O ?
sdo1 growth: -1.06; sdo1 growth Rescue 24 h: -0.26

What do the screens show for `CCc1ccccc1NC(=O)C1C(c2ccccc2)C1(Cl)Cl` (stereo not given)?
Insulin prom inh: 36.0; sdo1 growth: -1.05; sdo1 growth Rescue 24 h: -0.43

Results for Cc1nc(SCC(=O)NCCc2ccccc2)n[nH]1 ?
Insulin prom inh: -7.1; sdo1 growth: 0.56; sdo1 growth Rescue 24 h: -0.23

What do the screens show for `O=C(Nc1ccc(Cl)c(Cl)c1)O/N=C/c1ccncc1`?
Insulin prom inh: 0.0; sdo1 growth: -1.51; sdo1 growth Rescue 24 h: -0.86

How did CCN(C(=O)COC(=O)c1ccc(Cl)nc1)C1CCS(=O)(=O)C1 (stereo not given) do in these assays?
Insulin prom inh: 18.2

What do the screens show for `CCN(CC)c1ccc(-n2cc3c(=O)n(C)c(=O)n(C)c3c2)cc1`?
sdo1 growth: -1; sdo1 growth Rescue 24 h: 0.38

What do the screens show for `Cc1ccccc1NC(=O)C1Cc2ccccc2C(=O)O1` (stereo not given)?
Insulin prom inh: -7.1; sdo1 growth: 1.57; sdo1 growth Rescue 24 h: 2.12

How did Clc1cccc(Cl)c1CNC1CCCC1 do in these assays?
Insulin prom inh: 31.4; sdo1 growth: 0.38; sdo1 growth Rescue 24 h: 0.84
